EP2 mod – EP2 receptor (human) modulation | P43116 | EP2-expressing cells, cAMP HTRF FRET, PGE2 co-stimulation | induction, % at 25 µM | actives 0.83% (n = 260,000);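 active = compounds whose cAMP rise, as percent of the full-agonist control response, exceeds 60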;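 note: rat C6 glioma line stably carrying human EP2 under a CMV promoter; the protocol text gives 20 µM as final concentration; 100% = response of wells given 1 µM PGE2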
Target sequence (P43116 whole entry, looked up): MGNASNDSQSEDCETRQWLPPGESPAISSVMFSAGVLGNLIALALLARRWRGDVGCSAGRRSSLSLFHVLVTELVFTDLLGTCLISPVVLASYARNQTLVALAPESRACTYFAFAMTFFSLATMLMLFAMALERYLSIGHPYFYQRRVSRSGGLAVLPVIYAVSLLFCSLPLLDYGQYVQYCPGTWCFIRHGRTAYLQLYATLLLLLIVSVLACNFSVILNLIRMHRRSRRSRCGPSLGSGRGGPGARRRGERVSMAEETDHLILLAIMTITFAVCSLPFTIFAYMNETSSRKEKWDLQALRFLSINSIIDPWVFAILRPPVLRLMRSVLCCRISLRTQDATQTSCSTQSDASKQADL
PGE2 EP2 inh – inhibitors of human EP2 prostaglandin E2 receptor. P43116. C6 glioma cells expressing human EP2, cAMP TR-FRET; cells stimulated with saturating PGE2. inhibition, % at 25 µM. actives 0.52% (n = 260,000);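 active = percent inhibition above 40 after rounding to a whole number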;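 note: rat C6 glioma host cells with rolipram phosphodiesterase inhibitor present; the protocol text gives 20 µM as final concentration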
* marks the source's active call; other numbers are inactive results; & = joins results of further samples. An excerpt, so the mix of outcomes need not match the whole.

Fields – PGE2 EP2 inh, EP2 mod
N#Cc1c(NC(=O)COc2cccc(Cl)c2)sc2c1CCCC2
    13, -42
COc1cc(CNc2n[nH]c3nc(C)cc(C(F)(F)F)c23)cc(OC)c1
    7, -82
CC(C)n1c(=O)oc2cc(S(=O)(=O)N3CCCC(CN4CCCC4)C3)ccc21 (stereo unspecified)
    5, -31
CC(=O)O[C@H]1CC[C@@]2(C)C(=CC[C@@H]3[C@H]4CC[C@@H](c5cc(C(F)(F)F)n(C(C)=O)n5)[C@]4(C)CC[C@H]32)C1
    42*, 18
CCn1c(N2CCC(C(=O)NCCc3ccc(O)cc3)CC2)nc2ccccc21
    8, -41
CCCNS(=O)(=O)c1cc(-c2nnc3c4ccccc4c(C)nn23)ccc1C
    15, -32
COc1ccc(C(=O)CSc2nnc(-c3c[nH]c4ccccc34)o2)cc1
    8, -74
CCN1CCN(CC(=O)Nc2c(OC)cccc2OC)CC1
    10, 14
CC(=O)N1c2ccc(C(=O)c3ccccc3)cc2NC2=C(C(=O)CC(C)(C)C2)C1c1ccco1 (stereo unspecified)
    9, -7
CCc1cc2ccccc2nc1SCC(=O)Nc1ccccc1C
    19, 80*
CCn1c(COc2ccc(Br)cc2)nnc1SCC(=O)Nc1ccc(C)cc1
    6, -3
CCc1cc2ccccc2nc1SCC(=O)Nc1cccc(NC(C)=O)c1
    7, -8
COCCNc1c(-c2cc(OC)c(OC)c(OC)c2)nc2cnccn12
    11, -9
Cn1c(SCC#N)nnc1-c1ccc(Br)cc1
    1, -13
C=C(C)CSc1nc2c(c(=O)[nH]c(=O)n2C)n1C/C=C/C
    3, 16

Reprinted from the part before: 2 compounds, followed by the next part.
Fields – PGE2 EP2 inh, EP2 mod
Cn1c(SCC#N)nnc1-c1ccc(Br)cc1
    1, -13
C=C(C)CSc1nc2c(c(=O)[nH]c(=O)n2C)n1C/C=C/C
    3, 16
Cc1cc2ncn(CCCOc3ccccc3)c2cc1C
    6, 50
CC1(C)Oc2ccc(S(=O)(=O)N3CCC(O)(c4cccnc4)CC3)cc2NC1=O
    6, -36
CNC(=O)C1CC(=O)N(c2ccc(OC)cc2)C1 (stereo unspecified)
    6, -6
CCC(C)(C)n1nnnc1C(c1cc2cccc(C)c2[nH]c1=O)N(Cc1ccccc1)Cc1ccco1 (stereo unspecified)
    9, 14
CCCn1c(O)c(CN2CCN(C)CC2)c(C)c(C#N)c1=O
    15, -23
CCOc1ccc2nc(SCC#N)c(C)cc2c1
    9, 22
CCc1nnc(NC(=O)CSc2cc(C)c3ccccc3n2)s1
    9, 45
CCOc1ccc(CC(=O)N2CCC(c3ccncc3)CC2)cc1
    3, -68
O=C1c2ccccc2C(=O)c2c(Nc3ccc4c5c(cccc35)C(=O)c3ccccc3-4)cccc21
    43*, 19
Cc1nn(C)cc1C(C(=O)NC1CCCCC1)N(Cc1ccccc1)C(=O)c1cnccn1 (stereo unspecified)
    8, -43
O=C(CNC1CCCCC1)Nc1ccc(S(=O)(=O)N2CCCCC2)cc1
    20, -35
COc1ccc(CNC(=O)CN2CCN(Cc3ccc4c(c3)OCO4)CC2)cc1
    7, -47
N#CC[N+]1(Cc2ccccn2)CCCC1
    42*, 8
CCc1ccc2[nH]c(=O)c(CN(Cc3nnnn3Cc3ccco3)C3CCCCC3)cc2c1
    15, 15
OC(CN1CCN(c2ccc(F)cc2)CC1)c1ccc2c(c1)OCCCO2 (stereo unspecified)
    9, -19
CCCn1c(NCCO)nc2c1c(=O)n(C)c(=O)n2C
    11, -21
O=C(NCc1cccs1)O[C@H]1C[C@H]2CC[C@@H]1C2
    7, 12
Cc1cccc2cc(CN(Cc3ccccc3)C(=O)c3cccnc3)c3nnnn3c12
    6, 6
OCCSCc1ccccc1
    8, 45
CCOc1cccc(C2C(C(=O)c3ccco3)=C(O)C(=O)N2CCN(C)C)c1 (stereo unspecified)
    11, 7
COc1ccc(OC)c(NC(=O)CSc2nnc3c(n2)[nH]c2ccccc23)c1
    8, -44
O=C(O)CSc1nnc(-c2ccc(F)cc2)o1
    10, -3
CCC(=O)c1cn(CC(=O)Nc2c(C)cccc2C)c2ccccc12
    5, 16
COCCCNC(=S)N(Cc1ccccc1)Cc1cc2c(C)cc(C)cc2[nH]c1=O
    24, 15
CCOc1ccccc1CNc1n[nH]c2nc(C)cc(C)c12
    13, -44
Cc1cc(C)c2cc(C)c3nnc(SCC(=O)N4CCC(C)CC4)n3c2c1
    13, -27
CCN1CCCC1CN(Cc1cc2ccc(C)c(C)c2[nH]c1=O)C(=O)NCc1ccccc1 (stereo unspecified)
    9, -28
Cn1c(=O)[nH]c(=O)c2c1nc(N1CCOCC1)n2Cc1ccccc1F
    7, -8
COc1ccc(CNc2sc3c(c2C(=O)Nc2ccccc2OC)CCC3)cc1
    9, 9
NC(=O)C1CCN(C(=O)Cn2c(-c3cccs3)cc3cccnc32)CC1
    3, -2
O=S(=O)(c1ccccc1Cl)N1CCC(n2nnc3cc(C(F)(F)F)ccc32)CC1
    9, -28
CCN(CC)S(=O)(=O)c1ccc(S(=O)(=O)N2CCN(C(C)=O)CC2)cc1
    7, 31
O=C(CSc1nnc2c(n1)[nH]c1ccc(Cl)cc12)Nc1ccc(Cl)cc1
    14, -71
Cc1ccc(S(=O)(=O)N2CCn3c2nc2ccccc23)cc1
    11, -17
COc1cccc(C2(NC(=O)c3nsc(Cl)c3Cl)CCCC2)c1
    7, -79
CCn1c(=O)n(CC(=O)Nc2ccccc2-c2ccc(C)o2)c2cccnc21
    4, -5
COc1ccc(CCNC(=O)C2CCN(c3nccc(C)n3)CC2)cc1OC
    15, -16
CCN(CC)S(=O)(=O)c1ccc(S(=O)(=O)N2CCN(c3ccccc3F)CC2)cc1
    10, -15
CCCOc1cccc(C(=O)Nc2nc3ccc(NC(C)=O)cc3s2)c1
    15, -39
O=C(NC1CCNCC1)NC12CC3CC(CC(C3)C1)C2
    10, -163
O=C(Nc1nc2ccccc2s1)c1c(O)c2cccc3c2n(c1=O)CCC3
    11, -7
COc1c(Cl)cc(Cl)cc1C1C(C#N)=C(N)Oc2n[nH]c(C)c21 (stereo unspecified)
    8, -28
Cc1ccc(NC(=S)N2CCCC(c3nc4ccccc4[nH]3)C2)c(C)c1 (stereo unspecified)
    22, -46
Cc1ccccc1-c1nc2sc3c(c2c(=O)[nH]1)CCCC3
    5, -15
Cc1ccc2[nH]c(=O)c(CN(CCCO)Cc3nnnn3CCc3ccccc3)cc2c1
    19, -13
O=C(CSc1nc(O)c(C2CCCCC2)c(=O)[nH]1)NC1CCCCC1
    11, -29
COc1ccc(C2=NN3C(C2)c2ccccc2OC32C(=O)Nc3ccccc32)cc1OC (stereo unspecified)
    5, -8
O=c1[nH]c(N2CCOCC2)nc2c1CN(C1CCCC1)CC2
    15, -27
CNc1ncc(CN(Cc2ccco2)Cc2ccc(C)o2)cn1
    5, 10
COc1ccc(Cl)cc1NC(=O)CSc1nnc2n(Cc3ccc(F)cc3)c3ccccc3n12
    13, 0
CCC1CCCCN1C(=O)Cn1nc(-c2ccc(C)o2)cc(N)c1=O (stereo unspecified)
    4, -61
CCC(CN1CCC(C)CC1)NC(=O)Cc1sc(C)nc1-c1ccccc1 (stereo unspecified)
    10, -14
CN(C)C(CNC(=O)c1cnn(-c2ccc(F)cc2)c1)c1ccccc1F (stereo unspecified)
    7, -28
Cc1cc(C)nc(N2CCCC(C(=O)NC(C)c3cccs3)C2)n1 (stereo unspecified)
    12, 18
CCn1c(=O)n(CC)c2cc(CN(Cc3sccc3C)CC(C)O)ccc21 (stereo unspecified)
    2, -3
CCOc1ccc(NC(=O)COc2ccc(C3C(C#N)=C(N)Oc4n[nH]c(C)c43)cc2)cc1 (stereo unspecified)
    6, -98
COc1ccc(C(NC(=O)c2[nH]nc(-c3ccccc3)c2C)c2ccncc2)cc1 (stereo unspecified)
    7, -32
COc1ccc(NC(=O)N(Cc2ccc(Cl)cc2)Cc2cc3cccc(C)c3[nH]c2=O)cc1
    10, 25
O=C1OC(c2cc(F)c(F)cc2Cl)=N/C1=C/c1ccco1
    18, -31
CCc1cc2cccc(C)c2nc1SCC(=O)Nc1ccccc1
    10, 40

(further entries)
Fields – PGE2 EP2 inh, EP2 mod
Cc1ccc(Cl)cc1NC(=O)C(=O)NCC1CCCO1 (stereo unspecified)
    12, -29
CC(C)(C)C(=O)N1CCc2cc(-c3csc(NC(=O)c4ccccc4F)n3)ccc21
    25, -47
COC(=O)c1c(NC(=O)c2ccccc2C)sc(C(=O)Nc2cccc(OC)c2)c1C
    19, 34
Cc1cc(C(=O)NCCc2nc(-c3ccccc3)no2)c2cccc(Cl)c2n1
    5, -23
O=C(Nc1nnc(CCS(=O)(=O)c2ccc3ccccc3c2)s1)c1ccco1
    8, -1
CSc1ncc(C(=O)NC2CCN(Cc3cccc(F)c3)CC2)cn1
    9, -16
CC(NC(=S)N(Cc1cc2cc3c(cc2[nH]c1=O)OCO3)C1CCCC1)c1ccccc1 (stereo unspecified)
    8, 23
Cc1ccccc1-c1noc(C(C)NC(=O)c2ccc(Cn3cccn3)cc2)n1 (stereo unspecified)
    8, -69
COCC(=O)N(Cc1cc2ccc(C)cc2[nH]c1=O)c1ccccc1C
    12, 0
CCOc1ccccc1-n1c(COc2cccc(C)c2)nnc1SCC(N)=O
    7, -10
CC12CC[C@H](CC1=O)C2(C)C
    12, 23
Cc1cc(NS(=O)(=O)c2ccc3c(c2)NC(=O)CO3)nn1C
    5, -24
O=C(NC1CCCCC1)C(c1ccccc1F)N(CC1CCCO1)C(=O)c1csnn1 (stereo unspecified)
    12, -3
CCc1nc(SCC(=O)Nc2ccccc2OC)c2ccccc2n1
    9, 0
COc1ccccc1C1(NC(=O)CCn2nc(C)c(C)c2C)CCCC1
    7, -13

Entries of single compounds as entered above. Order of screens: PGE2 EP2 inh | EP2 mod
Results for CCn1c(=O)n(CC)c2cc(CN(Cc3sccc3C)CC(C)O)ccc21 (stereo unspecified) → 2 | -3
Results for NC(=O)C1CCN(C(=O)Cn2c(-c3cccs3)cc3cccnc32)CC1 → 3 | -2

Gathered by group, the compounds so far containing a thiophene ring, fused or not (8)
Fields – PGE2 EP2 inh, EP2 mod
N#Cc1c(NC(=O)COc2cccc(Cl)c2)sc2c1CCCC2
    13, -42
O=C(NCc1cccs1)O[C@H]1C[C@H]2CC[C@@H]1C2
    7, 12
COc1ccc(CNc2sc3c(c2C(=O)Nc2ccccc2OC)CCC3)cc1
    9, 9
NC(=O)C1CCN(C(=O)Cn2c(-c3cccs3)cc3cccnc32)CC1
    3, -2
Cc1ccccc1-c1nc2sc3c(c2c(=O)[nH]1)CCCC3
    5, -15
Cc1cc(C)nc(N2CCCC(C(=O)NC(C)c3cccs3)C2)n1 (stereo unspecified)
    12, 18
CCn1c(=O)n(CC)c2cc(CN(Cc3sccc3C)CC(C)O)ccc21 (stereo unspecified)
    2, -3
COC(=O)c1c(NC(=O)c2ccccc2C)sc(C(=O)Nc2cccc(OC)c2)c1C
    19, 34

(further entries)
Fields – PGE2 EP2 inh, EP2 mod
Clc1ccc(CSCc2ccc(Cl)cc2Cl)c(Cl)c1
    10, -5
CC(C)C(OC(=O)c1ccco1)C(=O)NC1CCCC1 (stereo unspecified)
    12, -6
O=C(COc1ccc2nsnc2c1)Nc1cccc(-c2csnn2)c1
    36, -67
COc1ccc(OC)c(NC(=O)CSc2nc3cc4c(cc3cc2C#N)OCCO4)c1
    6, -36
COc1c(N2CCNC(C)C2)c(F)cc2c(=O)c(C(=O)O)cn(C3CC3)c12 (stereo unspecified)
    15&13, 18
CCN(CC)S(=O)(=O)c1ccc(-c2nnc(SCC(=O)OC(C)C)n2CC)cc1
    20, -23

Source: PubChem (Emory University Molecular Libraries Screening Center)
